# Assay outcomes (PubChem BioAssay)
# Cav32 inh = Cav3.2 calcium influx blockers – cell-based, Fluo-4 calcium fluorescence, FDSS, MLSMR library, primary screen | Voltage-dependent T-type calcium channel subunit alpha-1H (Homo sapiens), O95180 | Cav3.2-expressing cells; stronger effect = lower value | AID 449739, 2010 | B-score at 10 µM | 100,000 compounds, 4% hits;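 active = single-dose well whose peak fluorescence ratio is a statistical outlier from its plate by either plate-standardised score or position-corrected B-score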
# Target sequence (O95180 whole entry, looked up): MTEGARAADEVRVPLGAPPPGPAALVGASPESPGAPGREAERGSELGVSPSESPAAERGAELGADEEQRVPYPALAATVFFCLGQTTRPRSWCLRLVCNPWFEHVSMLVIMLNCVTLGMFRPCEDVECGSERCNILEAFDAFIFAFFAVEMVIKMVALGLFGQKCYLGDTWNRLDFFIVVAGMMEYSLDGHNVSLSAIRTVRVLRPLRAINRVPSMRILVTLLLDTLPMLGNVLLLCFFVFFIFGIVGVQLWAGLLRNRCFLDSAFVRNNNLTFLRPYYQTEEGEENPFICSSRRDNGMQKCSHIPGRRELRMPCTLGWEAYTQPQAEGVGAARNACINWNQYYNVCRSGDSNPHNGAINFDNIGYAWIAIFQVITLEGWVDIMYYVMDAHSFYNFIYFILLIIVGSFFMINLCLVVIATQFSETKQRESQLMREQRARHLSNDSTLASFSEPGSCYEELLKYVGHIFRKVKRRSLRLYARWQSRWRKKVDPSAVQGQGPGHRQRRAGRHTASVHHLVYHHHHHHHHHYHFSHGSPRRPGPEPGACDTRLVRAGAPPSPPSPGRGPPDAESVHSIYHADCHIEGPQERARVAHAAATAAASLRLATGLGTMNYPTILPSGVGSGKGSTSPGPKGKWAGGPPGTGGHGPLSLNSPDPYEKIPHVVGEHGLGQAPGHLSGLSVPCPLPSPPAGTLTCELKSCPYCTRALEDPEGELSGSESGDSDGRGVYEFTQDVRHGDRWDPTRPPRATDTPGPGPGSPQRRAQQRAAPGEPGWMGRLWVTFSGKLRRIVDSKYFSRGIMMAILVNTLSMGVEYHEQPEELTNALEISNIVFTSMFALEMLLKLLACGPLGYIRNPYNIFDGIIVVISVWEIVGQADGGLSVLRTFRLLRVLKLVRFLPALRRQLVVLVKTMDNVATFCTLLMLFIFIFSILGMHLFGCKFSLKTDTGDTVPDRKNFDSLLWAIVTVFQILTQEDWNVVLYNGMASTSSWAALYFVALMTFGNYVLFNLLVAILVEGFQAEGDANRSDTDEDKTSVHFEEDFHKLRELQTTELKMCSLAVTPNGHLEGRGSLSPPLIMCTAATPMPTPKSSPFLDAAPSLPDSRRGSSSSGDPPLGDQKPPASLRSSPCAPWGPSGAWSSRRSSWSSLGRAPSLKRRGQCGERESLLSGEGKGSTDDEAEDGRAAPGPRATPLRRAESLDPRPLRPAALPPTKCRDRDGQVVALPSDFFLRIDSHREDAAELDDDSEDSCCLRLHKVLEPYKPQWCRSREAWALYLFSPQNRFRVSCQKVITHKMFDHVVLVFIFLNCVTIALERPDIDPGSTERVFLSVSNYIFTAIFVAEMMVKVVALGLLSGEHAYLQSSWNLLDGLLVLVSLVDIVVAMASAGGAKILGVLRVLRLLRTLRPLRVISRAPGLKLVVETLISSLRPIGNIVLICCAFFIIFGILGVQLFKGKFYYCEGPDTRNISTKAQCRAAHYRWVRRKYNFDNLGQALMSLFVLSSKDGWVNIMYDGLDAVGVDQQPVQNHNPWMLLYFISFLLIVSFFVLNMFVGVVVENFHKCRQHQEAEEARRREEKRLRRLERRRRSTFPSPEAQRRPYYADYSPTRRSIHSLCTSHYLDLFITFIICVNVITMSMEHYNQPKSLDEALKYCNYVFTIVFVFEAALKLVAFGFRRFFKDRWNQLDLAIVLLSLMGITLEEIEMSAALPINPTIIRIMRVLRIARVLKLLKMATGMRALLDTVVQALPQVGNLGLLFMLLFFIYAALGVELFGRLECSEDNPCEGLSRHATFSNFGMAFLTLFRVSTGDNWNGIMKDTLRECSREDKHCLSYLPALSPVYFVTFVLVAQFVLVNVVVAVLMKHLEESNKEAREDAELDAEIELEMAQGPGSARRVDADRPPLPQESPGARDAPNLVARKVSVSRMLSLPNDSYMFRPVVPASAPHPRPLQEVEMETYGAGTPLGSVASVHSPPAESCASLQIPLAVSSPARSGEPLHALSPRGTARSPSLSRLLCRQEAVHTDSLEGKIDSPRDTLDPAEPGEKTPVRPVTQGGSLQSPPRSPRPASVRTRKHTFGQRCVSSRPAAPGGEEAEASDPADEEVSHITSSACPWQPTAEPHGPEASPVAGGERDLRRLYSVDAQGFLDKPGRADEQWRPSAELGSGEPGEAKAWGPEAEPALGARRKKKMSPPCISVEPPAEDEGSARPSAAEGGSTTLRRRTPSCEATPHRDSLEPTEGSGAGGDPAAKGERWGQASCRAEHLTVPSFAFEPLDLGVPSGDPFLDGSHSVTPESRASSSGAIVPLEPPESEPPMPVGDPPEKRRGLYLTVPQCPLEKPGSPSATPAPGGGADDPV
# An asterisk follows results filed as active. The list is partial. The share of hits here may be higher or lower than overall.
mol | Cav32 inh
CCCOc1ccc(C2/C(=C(\O)c3c(C)[nH]c(C(=O)OC)c3C)C(=O)C(=O)N2CCN(C)C)cc1 (configuration not stated) | -1.23
O=C1C2C3c4ccccc4C(c4ccccc43)C2C(=O)N1c1cccc2cccnc12 (configuration not stated) | 0.671
CCOC(=O)CC(=O)CSc1nnc(Cn2c(=O)sc3ccccc32)n1C | 0.203
Cc1ccc(C)c(N(C)C(=O)c2coc(=O)c3ccccc23)c1 | -0.0182
Cc1noc(C)c1CSc1nnc(-c2ccccc2F)n1CCc1ccccc1 | -0.0996
c1ccc(Cn2nnnc2-c2ccco2)cc1 | -0.735
Cc1cccc(-c2noc(-c3ccc(F)cc3)n2)c1 | -0.33
O=C(C1CCCN(S(=O)(=O)c2ccc(Br)s2)C1)N1CCCCCC1 (configuration not stated) | 0.682
Cc1occc1-c1nnc(SCC(=O)Nc2nc(-c3ccccc3)cs2)o1 | 0.0798
C=CCn1c(CNC(=O)c2cccs2)nnc1SCC(=O)c1ccc(Br)cc1 | -0.552
O=C(Cn1nnc2c(cnn2-c2ccccc2)c1=O)NCc1cccs1 | 0.246
CCCn1c(CCNC(=O)c2cccs2)nc2ccccc21 | 0.265

# Entries from the list above that have fluorine (2):
mol | Cav32 inh
Cc1noc(C)c1CSc1nnc(-c2ccccc2F)n1CCc1ccccc1 | -0.0996
Cc1cccc(-c2noc(-c3ccc(F)cc3)n2)c1 | -0.33

# (continued)
mol | Cav32 inh
CCC(C)(C)n1nnnc1C(C(C)C)N(Cc1ccco1)Cc1cc2cc3c(cc2[nH]c1=O)OCO3 (configuration not stated) | -1.43
COc1ncnc2c1oc1nc(CC(C)C)c3c(c12)CCCC3 | 0.0178
Cc1cccc(C2=N/C(=C\c3cccnc3)C(=O)O2)c1 | -0.599
CCOC(=O)c1ccc(COc2nc3ccccc3nc2-c2ccccc2NC(C)=O)o1 | 0.399
COCCNC(=O)C(c1ccccc1C)N(CCOC)C(=O)Cn1nnc2ccccc21 (configuration not stated) | 0.0813
Cc1cccc(NC(=O)Nc2nnc(N3CCCCC3C)s2)c1C (configuration not stated) | 0.157
CCN1C(=O)c2ccccc2S(=O)c2ccc(C(=O)NCCCN3CCCC3=O)cc21 (configuration not stated) | 1.19
COc1ccc(OCC(=O)Nc2cc(OC)cc(OC)c2)cc1 | -0.0504
CCN(CC)C(=O)CC(c1cc(OC)c(OC)c(OC)c1)c1c(O)cc(OC)cc1OC (configuration not stated) | -0.0474
CC(C)P(=O)(Cc1cccc(C#N)c1)C(C)C | 0.378
COc1cc(-c2nnc3sc(-c4ccco4)nn23)cc(OC)c1OC | -1.66
C=CCC1CCCCC12NC(=O)NC2=O (configuration not stated) | -0.551

# The list continues:
mol | Cav32 inh
CN(C)S(=O)(=O)N(CC(=O)NCc1ccccc1)c1ccccc1 | -0.463
c1ccc2c(c1)nc(NC1CCCCC1)c1nncn12 | -2.4
Cc1cccc(C(=O)NNC(=O)c2ccc(-c3ccccc3)cc2)c1 | 0.371
COCC(COCCCNC(=O)Nc1ccc(Br)cc1)OC (configuration not stated) | 0.902
CCOC(=O)C1CN(S(=O)(=O)c2ccc(F)cc2)C1 | 0.24
CCn1cnc2cc(NCc3ccc(C)cc3)ccc21 | -0.318
CCCCc1nc2sc3c(c2c(=O)[nH]1)CCC3 | 0.223
C=CCc1ccc(OCC(O)CN2CCCCC2)c(OC)c1 (configuration not stated) | -2.16
Cc1ccc(O)c(/C=N/NC(=O)C2=NNC(c3ccccc3)(c3ccccc3)C2)c1 | -2.97
CCn1c(C(=O)N2CCCC(C(=O)O)C2)cc2sccc21 (configuration not stated) | -2.5
O=C(Nc1ccc(Sc2ccc(Br)cc2)cc1)c1ccco1 | -1.22
Cc1cccc(NC(=O)CS(=O)(=O)c2c[nH]c3ccccc23)c1C | -0.0769

# (cont.)
mol | Cav32 inh
Clc1ccc(-c2nnc(-c3ccco3)o2)cc1 | -4.52*
O=C(CCCSc1nnc(-c2cccs2)n1CC1CCCO1)c1ccccc1 (configuration not stated) | 0.414
O=[N+]([O-])c1cccc(C(=Nc2ccc(Cl)cc2)NO)c1 | -1.8
O=C(Nc1ccc(Cl)cc1)C1CCCN(S(=O)(=O)c2cnc[nH]2)C1 (configuration not stated) | 1.02
O=C(Oc1ccccc1)c1cc2ccccc2o1 | -0.557
CCn1c(CSc2ncccn2)nnc1SCC(=O)N1c2ccccc2CC1C (configuration not stated) | 0.0736
COCCCN1C(=O)C(=O)/C(=C(/O)c2ccc(C)cc2)C1c1ccccc1 (configuration not stated) | 0.202
O=C(CCC(=O)c1ccc(F)cc1)OC1CCOC1=O (configuration not stated) | -0.00984
Cc1cc(C)n(C(=O)c2ccc(NC(=O)C3COc4ccccc4O3)cc2)n1 (configuration not stated) | -4.99
O=[N+]([O-])c1cccc(/C=N/Nc2nccnc2Cl)c1 | -0.0285
COC(=O)C1CCN(C(=O)Cc2ccc(Br)cc2)CC1 | 0.157
Cc1ccc(C)c(N(CC(=O)NN=C2CCCCCCC2)S(C)(=O)=O)c1 | -0.143

# Cav32 inh, what is marked active above.
mol | Cav32 inh
Clc1ccc(-c2nnc(-c3ccco3)o2)cc1 | -4.52*

# Other records
mol | Cav32 inh
CCN=C1SC(CC(=O)Nc2ccc(C(F)(F)F)cc2)C(=O)N1CC (configuration not stated) | -1.33
COc1ccccc1NC(=S)NNC(=O)c1ccc(O)cc1 | 0.364
O=C(CCn1c(=O)[nH]c2ccccc2c1=O)N1CCN(c2ccc(Cl)cc2)CC1 | -0.663
CC(C)(C)CC(=O)Nc1cccc2c1CCCC2 | -0.0445
CCCOc1ccc(CN(CCO)CCO)cc1C(=O)OC | 1.07
COC(=O)NCc1ccc(CNC(=O)OC)cc1 | -0.169
CCSc1nc(O)cc(=O)n1-c1ccc(OC)cc1 | 0.461
CCC(Sc1nc2c(c(=O)[nH]1)CCC2)C(=O)Nc1cccc(OC)c1 (configuration not stated) | -0.00208
COc1ccc(CCn2c(NCc3ccco3)nc3c2c(=O)[nH]c(=O)n3C)cc1 | 0.244
COc1ccc(C(=O)NCc2oc(-c3ccccc3)cc2C(=O)O)cc1 | 0.0246
COc1ccc(CCNC(=O)C2CCCN(S(=O)(=O)c3cnc[nH]3)C2)cc1OC (configuration not stated) | -1.39
CC1CCc2cc(F)ccc2N1C(=O)CCC(=O)O (configuration not stated) | 0.0912

# Next part.
mol | Cav32 inh
N#Cc1ccc(-c2ccc(F)cc2)nc1Oc1ccccc1 | -0.12
COc1ccc(OC)c(-n2c(-c3ccc(S(C)(=O)=O)cc3)cc(C=O)c2C)c1 | 0.581
COc1ccc(OCCCC(=O)NCC(C)C)cc1 | 0.646
COc1cc(/C=c2\sc3n(c2=O)C(c2ccccc2)C(c2ccccc2)=NN=3)ccc1O (configuration not stated) | -2.75
C#CCOCCOCCOCCNc1nc(N2CCN(C(=O)[C@H](CCC(=O)O)n3cc(C(N)Cc4ccc(O)cc4)nn3)CC2)nc(N2CCN(C(=O)[C@H](CCC(=O)O)n3cc(C(N)CC(C)C)nn3)CC2)n1 (some centres not stated) | -0.724
CCCSc1nc2c(c(=O)[nH]c(=O)n2C)n1CCc1ccccc1 | -0.0804
COc1ccc(-c2noc(CSc3nc(-c4ccccc4)cc(=O)[nH]3)n2)cc1OC | 0.0544
COc1ccc(OC)c(NC(=O)CC2C(=O)NCCN2C(=O)Nc2cccc(Cl)c2)c1 (configuration not stated) | -0.0177
Nc1ncc(Br)cc1S(=O)(=O)NCCC(=O)N1CCN(c2ncccn2)CC1 | 0.229
COc1cccc(C2NC(C)(C(=O)O)C3C(=O)N(C(C)C)C(=O)C23)c1O (configuration not stated) | 1.05
c1cnc2c(OCc3nc4ccccc4[nH]3)cccc2c1 | 1.09
O=C(CSc1ccc(Cl)cc1)Nc1ccc(N2CCN(c3ccccc3)CC2)c(F)c1 | 0.0934

# Following part:
mol | Cav32 inh
Cc1cc(C(=O)N2CCN(Cc3ccc4c(c3)OCO4)CC2)on1 | 0.387
COc1ccccc1N1CCN(C/C(C)=C/c2ccccc2)CC1 | -0.606
CCNC(=O)COc1cc(C)c(Cl)c(C)c1 | 0.233
CCNCCNC(=O)c1c(O)c2c([nH]c1=O)CCCC2 | 0.0711
Cc1ccc(OCC(O)CN2C(=O)NC(C)(C)C2=O)cc1C (configuration not stated) | 0.327
N#Cc1nc(-c2ccc(Cl)cc2)oc1NCc1cccc2c1OCO2 | 0.926
Cc1cccc(Oc2cc(NC(=O)c3ccccc3)cc([N+](=O)[O-])c2)c1 | -2.63
COC(=O)c1ccc(NC(=O)c2cc3sccc3n2C)cc1 | -0.146
O=C1CCN(CCc2ccccc2)CCN1[C@H](CSc1ccc(Br)cc1)c1ccccc1 | -0.223
CCSc1nc2c(c(=O)n1Cc1ccccc1)SC(C)C2 (configuration not stated) | -1.9
O=C(Nc1ccccc1)Nc1cccc(Cl)c1 | -1.68
COC(=O)c1sc(NC(=O)c2cnccn2)c(C(=O)OC)c1C | -0.166

# More structures follow.
mol | Cav32 inh
CCCC(=O)N1c2ccccc2NC2=C(C(=O)CCC2)C1c1ccc(F)cc1 (configuration not stated) | -1.6
CCN1CCN(CC(=O)Nc2ccc3c(c2)OCCO3)C(=O)C1=O | -0.0761
CCOC(=O)c1c(NS(=O)(=O)Cc2ccccc2)sc2c1CCCC2 | -4.21*
CCCCCCNC(=O)c1ccc(Br)o1 | -0.166
O=S(=O)(NCc1ccco1)c1cccc(S(=O)(=O)N2CCCCC2)c1 | 0.841
COc1ccccc1NC(=O)CSCC(N)=O | 0.0916
O=C(Nc1nccs1)c1cccc(S(=O)(=O)N2CCOCC2)c1 | 0.0189
Cc1sc(NC(=O)c2ccc(Cl)s2)c(C(N)=O)c1C | 0.351
CCC[C@@H]1CCCO[C@@](C(=O)NCCN2CCOCC2)(C(F)(F)F)C1 | 0.154
COc1ccc(NC(=O)C2CC(=O)NC3=C2C(=O)CC(C)(C)C3)cc1 (configuration not stated) | -0.0891
CCNc1ccccc(C(=O)/C=C/c2ccc3c(c2)OCO3)c1=O | 0.41
Cc1ccc2c(c1)COc1c3ccc(C(=O)NCC4CC4)cc3nn1-2 | -0.0361

# Additional entries follow.
mol | Cav32 inh
Nc1c(C(=O)NCCc2ccccc2)nnn1Cc1ccc(Cl)cc1 | -0.225
COc1ccc(-c2nnn(CC(=O)N(CC(=O)NC3CCCC3)c3cccc(C)c3)n2)cc1OC | -1.49
O=C(NCCCN1CCN(CCCNC(=O)c2ccccc2F)CC1)c1ccccc1F | 0.577
CCCOc1ccc(Cn2c(C)nc([N+](=O)[O-])c2SCC(O)COC)cc1[N+](=O)[O-] (configuration not stated) | -0.514
CCN(CC)S(=O)(=O)c1ccc(NC(=O)c2c(-c3ccccc3)noc2C)cc1 | -3.61
COc1cc(NC(=O)CCc2ccccc2)nc(OC)n1 | -0.927
CCCCNC(=O)CCCCCNS(=O)(=O)c1ccc(OC)cc1 | -3.06
CC(=O)c1ccc(NC2OC(CO)C(O)C(O)C2O)cc1 (configuration not stated) | -0.319
COc1cccc(CNc2nn[nH]n2)c1OC | 0.182
O=C(CCn1c(=S)[nH]c2ccccc2c1=O)NCCCN1CCCC1=O | 0.12
CN1CCN(c2nc3c(c(=O)[nH]c(=O)n3C)n2Cc2cccc3ccccc23)CC1 | 0.465
Cc1ccc(C2CC(=O)NC(SCc3ccccc3)=C2C#N)o1 (configuration not stated) | -0.17

# 3 compounds already listed, arranged by number of heavy atoms, high to low:
mol | Cav32 inh
CCCOc1ccc(Cn2c(C)nc([N+](=O)[O-])c2SCC(O)COC)cc1[N+](=O)[O-] (configuration not stated) | -0.514
CCN(CC)S(=O)(=O)c1ccc(NC(=O)c2c(-c3ccccc3)noc2C)cc1 | -3.61
COc1cc(NC(=O)CCc2ccccc2)nc(OC)n1 | -0.927

# Remaining list, next part
mol | Cav32 inh
CCCCCC(=O)N1CCN(CCN=CC2=C(O)CC(c3cccs3)CC2=O)CC1 (configuration not stated) | 0.153
CCOC(=O)C1CCCN(S(=O)(=O)Cc2ccccc2)C1 (configuration not stated) | 0.939
CCOc1ccc(-n2c(N)c(C(=O)NCc3ccco3)sc2=S)cc1 | -0.0145
CNc1cc([N+](=O)[O-])ccc1N/C=C/C(=O)c1cccs1 | -0.872
CCCCc1c(O)nc(SCC(=O)N2CCCCC2)n(-c2ccccc2C)c1=O | 2.13
COC(=O)c1cccc(NC(=O)Cc2ccc(OC)cc2)c1C | 0.261
Cc1ccc(C)c(NC(=O)CSc2nc3c(c(=O)n2C)SC(C)C3)c1 (configuration not stated) | 1.7
CCCCN1C(=O)c2ccccc2C1C(=O)NC1CCCC1 (configuration not stated) | -0.285
O=C(O)Cc1ccc(NC(=O)c2ccc(NC(=O)c3ccco3)cc2)cc1 | 1.17
CCOC(=O)CSc1nnc2n1C(C)(C)Cc1ccccc1-2 | 0.0991
Cc1cccc(C(=O)NCc2nnc(SCC(=O)N3CCN(c4ccccc4)CC3)n2C)c1 | -0.376
Cc1cccnc1NCc1ccc(O)c2ncccc12 | 0.831

# Next section.
mol | Cav32 inh
O=C1OC(c2ccc(Br)cc2)=N/C1=C\N1CCCCC1 | 0.687
CCc1nc(C)cn1S(=O)(=O)c1cc(Cl)c(OC)cc1Cl | -2.53
CCN1CCN(c2nc3sc4c(c3c(=O)n2-c2ccc(OC)cc2)CCCCC4)CC1 | 0.883
CCOc1ccc(-n2cc(C(=O)Nc3cccc(C)n3)c3cc(OC)c(OC)cc3c2=O)cc1 | -0.0171

# 5 records picked at random from those above:
mol | Cav32 inh
CCOC(=O)C1CCCN(S(=O)(=O)Cc2ccccc2)C1 (configuration not stated) | 0.939
CC(C)P(=O)(Cc1cccc(C#N)c1)C(C)C | 0.378
Cc1occc1-c1nnc(SCC(=O)Nc2nc(-c3ccccc3)cs2)o1 | 0.0798
Clc1ccc(-c2nnc(-c3ccco3)o2)cc1 | -4.52*
CCn1c(C(=O)N2CCCC(C(=O)O)C2)cc2sccc21 (configuration not stated) | -2.5
